PLK1 PBD inh: inhibitors of human PLK1 polo-box domain binding | Potency, µM, for inactives: max response, negative = inhibition, most hits filed as inhibitors | Plk1 PBD binding of FITC phosphopeptide, fluorescence polarization | 2.8% of 360,000 active | AID 720504; further: potency means the concentration at half of the fitted maximal effect; series mostly up to about 57 µM; on the % scale 0 is the no-effect control and ±100 the full control effect; nearly all actives have a fitted effect of over 65% in size
Target sequence (P53350 whole entry, looked up, the tested form may be a part): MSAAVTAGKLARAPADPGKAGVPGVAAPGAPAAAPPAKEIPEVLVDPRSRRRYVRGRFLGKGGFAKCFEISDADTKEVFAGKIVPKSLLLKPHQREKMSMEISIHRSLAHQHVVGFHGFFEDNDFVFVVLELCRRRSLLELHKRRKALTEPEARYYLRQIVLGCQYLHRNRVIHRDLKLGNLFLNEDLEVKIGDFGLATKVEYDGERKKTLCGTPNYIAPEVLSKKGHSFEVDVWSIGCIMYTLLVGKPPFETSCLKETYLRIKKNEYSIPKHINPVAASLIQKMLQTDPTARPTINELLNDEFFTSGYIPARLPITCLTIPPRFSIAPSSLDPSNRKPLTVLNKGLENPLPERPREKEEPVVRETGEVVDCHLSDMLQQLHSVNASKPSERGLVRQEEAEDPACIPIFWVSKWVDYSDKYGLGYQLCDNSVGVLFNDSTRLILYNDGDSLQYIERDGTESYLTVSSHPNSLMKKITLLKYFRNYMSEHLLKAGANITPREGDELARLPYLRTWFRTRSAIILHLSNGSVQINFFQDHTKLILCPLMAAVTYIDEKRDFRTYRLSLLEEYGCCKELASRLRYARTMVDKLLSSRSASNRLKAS
GLP-1R inv ag: inverse agonists of human GLP-1 receptor | Potency, µM (series often up to 38.3 µM), for the others: at the highest dose activity change, negative = inhibition, most hits filed as inhibitors | P43220 | HEK293 GLP-1R CRE-luciferase, luminescence, 24 h; GLP-1R form is constitutively active | 1.6% of 410,000 active; further: potency means the concentration at half of the fitted maximal effect; on the % scale 0 is the no-effect control and ±100 the full control effect; nearly all actives have a fitted effect of over 55% in size
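Seeding at 200 cells/uL, 12 h culture, 24 hr compound treatment, then luciferase reagent and a luminescence read; cells are HEK293 stably expressing a constitutively active GLP-1R plus cAMP-responsive luciferase.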
GLP-1R agonist: agonists of human GLP-1 receptor; P43220; HEK293 GLP-1R CRE-luciferase, luminescence, 4-6 h; cells express a hypersensitive GLP-1R form; Potency, µM (highest dose often 45.6 µM), for the others: at the top dose activation, hits mostly activators; 0.007% of 380,000 active; AID 624172; further: potency means the concentration at half of the fitted maximal effect; % of control where 0% means no effect
HEK293 tox: cytotoxicity in counter-screen for GLP-1R inverse agonists; 0.13% of 410,000 active; Potency, µM (highest dose often 38.3 µM), inactives show top-dose activity change, negative = inhibition, usual class: inhibitors; HEK293 cAMP-luciferase reporter cells, luminescence, 24 h;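 further: loss of luciferase light is scored as toxicity; potency means the concentration at half of the fitted maximal effect; on the % scale 0 is the no-effect control and ±100 the full control effect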
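A 23 nL compound transfer followed 12 hours of cell culture at 37 deg C; exposure then lasted 24 hr. Luciferase assay detection reagent was dispensed and plates read for luminescence after a 12 min room-temperature wait.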
PTHR1 ag: PTHR1 (human) receptor agonism | Q03431 | HEK293 GP2 PTHR1 cells, GloSensor cAMP luminescence, 1 h | Potency, µM (highest dose often 115 µM), without a hit: at the highest dose activation, actives largely listed as activators | 0.075% of 410,000 active | AID 743266; further: potency means the concentration at half of the fitted maximal effect; nearly all actives have a fitted effect of over 55% in size; some results filed as inactive show a strong effect at the top dose; inactives centre near -15; many of its hits are not listed in these tables
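HEK-293-derived GP2 cells expressing PTHR1 and a GloSensor cAMP reporter, 3,000/well, plated overnight, given luciferin plus IBMX (each 0.5 mM as added) for 1 h at 37 °C, then compound for 1 h at 37 °C. Luminescence was read after 15 min at room temperature.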
EPAC1 antagonist: EPAC1 (human) antagonism; EPAC1 GEF assay, Rap1b-BODIPY-GDP exchange fluorescence; Potency, µM (series often up to 115 µM), inactives show at the highest dose activity change, negative = inhibition, usual class: inhibitors; 0.14% of 360,000 active;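 further: potency means the concentration at half of the fitted maximal effect; plate controls were vehicle for no effect and positive control for full effect; nearly all actives have a fitted effect of over 50% in size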
IL-2 act: IL-2 activation. 0.065% of 360,000 active. IL-2 activation reporter assay, cell-based qHTS; stimulated with anti-CD3/CD4/CD28 beads; in transgenic mouse T cells. AID 652025. activation, % (series mostly up to about 46 µM); in the data active means activation above about 50%; inconclusive means mostly about 30% to 49%; further: 0% is about no effect
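Readout: EGFP and DsRed signals by fluorescent plate cytometry. Unstimulated transgenic mouse T cells received compound 60 min before antibody-bead stimulation, then incubated 18 h at 37 degrees C.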
EPAC1 agonist: agonists of human EPAC1; EPAC1 agonist qHTS, biochemical assay; response scale: 100% = response to 6.5 mM cAMP; Potency, µM (series often up to 154 µM), without a hit: at the highest dose activation, most hits filed as activators; 0.073% of 360,000 active; further: potency means the concentration at half of the fitted maximal effect; nearly all actives have a fitted effect of over 60% in size
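Nucleotide exchange assay: 100 nM EPAC1 with 250 nM Rap1B loaded with BODIPY-GDP and 50 uM GDP, room temperature. Fluorescence (480/540 nm) read every 5 min for 30 min; signal change normalized to 6.5 mM cAMP as full agonist.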
PI5P4Ka inh: inhibitors of human PI5P4K alpha. AID 652105. max response, %. 1.2% of 330,000 active. P48426. PI5P4Kalpha enzyme, ADP-Glo luminescence, 60 min; stronger effect = lower value; active means max response of -50% or lower; inconclusive means between -30% and -50%; inactive means -30% or higher; further: value at the top dose of about 77 µM; on the % scale 0 is the no-effect control and ±100 the full control effect
Target sequence (P48426 whole entry, looked up): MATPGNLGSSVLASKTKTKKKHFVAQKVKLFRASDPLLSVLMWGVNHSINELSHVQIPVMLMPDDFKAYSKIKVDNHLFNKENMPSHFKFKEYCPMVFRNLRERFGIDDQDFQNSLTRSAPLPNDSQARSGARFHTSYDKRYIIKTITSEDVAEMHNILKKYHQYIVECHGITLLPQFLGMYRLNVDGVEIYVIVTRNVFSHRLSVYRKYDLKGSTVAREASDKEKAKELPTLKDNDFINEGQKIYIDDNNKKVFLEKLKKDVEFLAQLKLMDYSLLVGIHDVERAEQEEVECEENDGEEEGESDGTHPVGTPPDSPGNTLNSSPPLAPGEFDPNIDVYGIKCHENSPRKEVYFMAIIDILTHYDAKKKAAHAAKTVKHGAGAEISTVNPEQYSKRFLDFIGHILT
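Luminescence from ADP-Glo served as readout of PI5P4Kalpha activity in a qHTS format. Reaction: enzyme, substrate, compound, ATP at 5 microM final, 60 min at RT.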
* = called active by the depositor; i = inactive; u = inconclusive; x = no result given; [ ] = remark or other dose. Unless noted, the call rests on the fitted dose curve; in most records, active means well fitted curve in the direction sought with a large enough effect; inconclusive means small, poorly fitted or top-dose-only effect, or another doubt; inactive means no such curve, though single readings can be large; an effect the other way counts as inactive or inconclusive.

Every second line gives: PLK1 PBD inh	GLP-1R inv ag	GLP-1R agonist	HEK293 tox	PTHR1 ag	EPAC1 antagonist	IL-2 act	EPAC1 agonist	PI5P4Ka inh
- O=[N+]([O-])c1cccc(-c2cc(-c3cc(Br)ccc3O)[nH]n2)c1
  0.4%	u	9.2%	-16.9%	-21.4%	-21.1%	-5.8	6.5%	0.5
- COC(=O)CNC(=O)C1CCCN1C(=O)CNC(=O)OCc1ccccc1 (stereo not given)
  -6.0%	20.8%	8.8%	-0.2%	-4.4%	6.5%	1.5	6.7%	-5.7
- CC1CN(C(=O)CSc2nnc(NC(=O)NC(C)(C)C)s2)CC(C)O1 (stereo not given)
  3.5%	-17.0%	0.7%	0.8%	-29.3%	-3.3%	0.9	0.7%	7.5
- Cc1ccc(NC(=O)C2CCN(S(=O)(=O)c3ccc4c(c3)NC(=O)CO4)CC2)cc1
  -4.5%	-18.4%	1.9%	5.9%	-59.8%[inhibitor]	-8.7%	-1.3	6.2%	0.7
- COCCNC(=O)Cc1cn(C)c2ccccc12
  3.3%	-0.7%	-6.3%	3.3%	i	1.3%	-2.4	-7.3%	-7.2
- COc1ccc(C(CNC(=O)c2cc3ccccc3o2)N2CCCC2)cc1 (stereo not given)
  8.4%	u	-3.0%	-9.3%	-8.6%	-2.1%	0.1	9.1%	3.2
- CCOc1ccccc1NC(=O)c1csc(C)c1C
  -4.7%	u	21.9%	9.4%	i	12.8%	-0.8	-1.8%	-4.4
- COc1ccc(N2CCN(C3CCCN(Cc4cccc(C(C)=O)c4)C3)CC2)cc1 (stereo not given)
  -13.9%	-2.2%	-0.6%	13.2%	-7.7%	5.2%	-0.2	16.5%	-4.2
- CCC(C(=O)N/N=C/c1cccnc1)c1ccccc1 (stereo not given)
  -5.9%	23.5%	-3.8%	-2.0%	i	-7.8%	-4.2	0.0%	8.6
- COc1cc(C2C3C(=O)N(Cc4ccccc4)C(=O)C3ON2c2ccccc2)cc(OC)c1OC (stereo not given)
  2.5%	-0.1%	3.2%	20.5%	19.1%[57.5 µM]	4.0%	-0.1	4.6%	12.4
- COc1ccc(CNC(=O)C2COc3ccccc3O2)cc1 (stereo not given)
  1.9%	0.1%	-6.2%	2.3%	i	9.2%	0.3	4.3%	-1.4
- Cc1ccc(OCC(=O)c2cc(C)n(-c3cc(C)on3)c2C)c([N+](=O)[O-])n1
  -14.9%	42.9%[activator]	6.4%	u	-21.1%	12.4%	0.2	0.0%	-3.3
- O=C1OC(Sc2ccccc2)(c2ccccc2)c2ccccc21 (stereo not given)
  u	u	9.3%	14.5%	i	-7.8%	-0.5	23.6%	0.0
- CCOc1ccc(Br)cc1S(=O)(=O)Nc1cccnc1
  -3.4%	-8.6%	0.4%	0.0%	-2.7%	-9.3%	3.4	1.2%	0.1
- CCOc1ccc(NC(=O)CCC(=O)NNC(=O)c2ccccc2Cl)cc1
  1.4%	9.3%	-0.3%	u	i	10.3%	-1.3	1.5%	-8.1
- CCOC(=O)C1(C)/C(=N/Nc2cccc(Cl)c2)C(=O)C(=O)N1c1ccccc1 (stereo not given)
  u	u	-7.9%	-11.7%	-33.0%[57.5 µM]	5.7%	-0.2	-0.2%	-4.1
- COCC1CCN(Cc2cn[nH]c2-c2ccc(OC)c(F)c2)C1 (stereo not given)
  -11.5%	0.2%	8.9%	-7.2%	-18.3%	-15.5%	-0.6	4.4%	2.5
- CN1CCN(CC(=O)n2c3c(c4ccccc42)CCCC3)CC1
  -4.6%	u	-1.1%	3.1%	11.7%[57.5 µM]	7.0%	-2.2	13.1%	x
- CS(=O)(=O)N1N=C(c2ccco2)CC1c1cccc([N+](=O)[O-])c1 (stereo not given)
  -5.7%	14.5%	10.7%	-0.1%	i	2.8%	-0.3	1.6%	-0.4
- CSc1ccccc1NC(=O)Cn1nc([N+](=O)[O-])cc1C
  u	-8.1%	3.7%	13.4%	i	4.9%	-1.2	7.1%	3.3

Single records (already shown):
O=C1OC(Sc2ccccc2)(c2ccccc2)c2ccccc21 (stereo not given) is listed as PLK1 PBD inh: u; GLP-1R inv ag: u; GLP-1R agonist: 9.3%; HEK293 tox: 14.5%; PTHR1 ag: i; EPAC1 antagonist: -7.8%; IL-2 act: -0.5; EPAC1 agonist: 23.6%; PI5P4Ka inh: 0.0
CCOc1ccccc1NC(=O)c1csc(C)c1C is listed as PLK1 PBD inh: -4.7%; GLP-1R inv ag: u; GLP-1R agonist: 21.9%; HEK293 tox: 9.4%; PTHR1 ag: i; EPAC1 antagonist: 12.8%; IL-2 act: -0.8; EPAC1 agonist: -1.8%; PI5P4Ka inh: -4.4

(continued)
Every second line gives: PLK1 PBD inh	GLP-1R inv ag	GLP-1R agonist	HEK293 tox	PTHR1 ag	EPAC1 antagonist	IL-2 act	EPAC1 agonist	PI5P4Ka inh
- COc1cc(CN2CCN(C(=O)c3ccccc3F)CC2)cc(OC)c1OC
  -6.3%	16.8%	3.0%	1.5%	i	-3.4%	0.3	2.4%	-2.9
- O=C(COC(=O)c1nc(Cl)ccc1Cl)NCc1cccs1
  -11.0%	6.6%	10.5%	-3.1%	-24.2%	-24.0%	-0.9	5.4%	-19.2
- Cc1ccccc1OCC(=O)NNC(=O)Cn1[nH]c(=O)c2ccccc2c1=O
  -1.7%	-20.0%	7.9%	1.4%	i	-2.1%	-0.2	10.4%	-1.0
- CCCCNC(=O)c1ccccc1C(=O)NC1(C(=O)NCCCC)CCCC1
  0.3%	1.4%	9.6%	4.1%	i	-0.5%	-0.8	-3.5%	4.8
- O=C(NCCCn1ccnc1)c1cccnc1
  -1.3%	0.9%	5.0%	-9.8%	i	1.0%	-0.9	5.2%	4.9
- CC(C)c1nnc(NC(=O)c2cc3cc(Br)ccc3oc2=O)s1
  -9.5%	18.8%	3.5%	-0.2%	-30.2%	-21.4%	-3.2	0.0%	-3.8
- O=c1c(O)cccc2cc(O)c(O)c(O)c12
  8.44µM*	2.1%	2.5%	9.9%	i	12.6µM*	-0.2	1.6%	-83.4*
- O=C(CCNC(=O)c1ccco1)Nc1ccccc1
  1.9%	-11.8%	1.6%	1.9%	-2.1%	-7.5%	1.5	2.7%	3.2
- Cc1cc(NC(=O)c2ccc(Cl)cc2)n(CCOC(=O)c2ccc(Cl)cc2)n1
  -9.0%	u	10.6%	-9.9%	i	-7.0%	-2.7	-9.7%	0.5
- CC(=O)Nc1ccc(NC(=O)C(C)OC(=O)CNS(=O)(=O)c2cccc(Cl)c2)cc1 (stereo not given)
  2.8%	6.5%	5.9%	2.0%	i	-2.2%	-0.9	-6.7%	-1.3
- CCOc1ncccc1C(=O)NCc1ccccc1F
  -6.8%	90.8%[activator]	18.2%	-5.6%	-22.7%	-17.8%	0.7	7.3%	6.1
- CCN(CC)C(=O)Cn1cc(C(=O)C(=O)N2CCN(c3ccc([N+](=O)[O-])cc3)CC2)c2ccccc21
  -14.7%	u	3.3%	u	-27.5%	1.9%	-5.3	-3.7%	-8.4
- Cc1ccccc1C(=O)NC(=S)NCc1ccccc1
  -5.6%	u	3.1%	u	-71.7%[inhibitor]	-17.7%	-1.8	21.6%	5.9
- O=C(CN1CCN(c2ccccc2F)CC1)NCc1ccc(Cl)cc1
  -0.7%	u	3.5%	-5.2%	-19.1%	7.2%	-2.5	-4.7%	-6.2
- CCN1CCN(c2ncc(C(=O)N3CCCc4ccccc43)c3ccccc23)CC1
  -7.4%	u	-1.0%	u	i	0.9%	-1.0	1.0%	2.8
- COc1ccc(Cl)cc1NC(=O)Cn1ncc2c3ccccc3n(C)c2c1=O
  x	5.2%	0.2%	15.1%	u	x	x	x	x
- CN(C(=O)COC(=O)COc1ccccc1F)C1CCS(=O)(=O)C1 (stereo not given)
  -3.1%	13.4%	-6.3%	0.1%	i	4.3%	0.1	4.1%	-3.7
- CCOc1ccc(-n2c(SCC(N)=O)nnc2-c2cccnc2)cc1
  -10.1%	7.8%	0.8%	2.5%	u	-17.2%	-6.7	-2.2%	2.5
- COc1ccc(/C=C\c2cc(OC)c(OC)cc2CC[N+](C)(C)C)cc1OC
  -1.0%	3.2%[0.307 µM]	-8.1%	0.1%[0.307 µM]	i	-5.8%	-0.8	4.4%	0.4
- CC(=O)Nc1sc(-c2ccc(Cl)cc2)nc1-c1ccccc1
  -3.6%	11.8%	11.4%	10.0%	i	3.5%	-0.2	3.2%	7.2
- CCCCSc1cc(=O)n(-c2ccccc2)nc1C(=O)OCC
  -5.7%	25.7%	-6.2%	2.1%	i	9.4%	-2.6	0.9%	x
- CCOC(=O)C1=C(CS(=O)(=O)c2c(C)cc(C)cc2C)NC(=O)NC1c1cccc(OC)c1 (stereo not given)
  x	22.9%	-1.7%	1.2%	i	x	x	x	x
- FC(F)(F)c1cc(-c2ccccc2)nc(NCc2cccs2)n1
  4.5%	u	-14.6%	-1.1%	i	-24.8%	-0.5	-3.9%	1.9

Some of the entries so far, as comma-separated lines.
smiles,PLK1 PBD inh,GLP-1R inv ag,GLP-1R agonist,HEK293 tox,PTHR1 ag,EPAC1 antagonist,IL-2 act,EPAC1 agonist,PI5P4Ka inh
CCN1CCN(c2ncc(C(=O)N3CCCc4ccccc43)c3ccccc23)CC1,-7.4%,u,-1.0%,u,i,0.9%,-1.0,1.0%,2.8
O=C(CN1CCN(c2ccccc2F)CC1)NCc1ccc(Cl)cc1,-0.7%,u,3.5%,-5.2%,-19.1%,7.2%,-2.5,-4.7%,-6.2
CCOC(=O)C1=C(CS(=O)(=O)c2c(C)cc(C)cc2C)NC(=O)NC1c1cccc(OC)c1 (stereo not given),x,22.9%,-1.7%,1.2%,i,x,x,x,x
COc1ccc(N2CCN(C3CCCN(Cc4cccc(C(C)=O)c4)C3)CC2)cc1 (stereo not given),-13.9%,-2.2%,-0.6%,13.2%,-7.7%,5.2%,-0.2,16.5%,-4.2
CSc1ccccc1NC(=O)Cn1nc([N+](=O)[O-])cc1C,u,-8.1%,3.7%,13.4%,i,4.9%,-1.2,7.1%,3.3

Assay outcomes from PubChem BioAssay.

An excerpt; rates above refer to the full screens.
